# PV pol inh – inhibitors of poliovirus RNA polymerase binding and polymerization; P03300; poliovirus polymerase elongation, fluorescence polarization; hits give low values; % elongation, % (compound at 16.7 µg/mL); 150,000 tested, 0.66% active; AID 588519; in the data active = % elongation below about 90%; note: some results filed as inactive read as strong as hits
# Target sequence (P03300 1749-2209 limits assumed): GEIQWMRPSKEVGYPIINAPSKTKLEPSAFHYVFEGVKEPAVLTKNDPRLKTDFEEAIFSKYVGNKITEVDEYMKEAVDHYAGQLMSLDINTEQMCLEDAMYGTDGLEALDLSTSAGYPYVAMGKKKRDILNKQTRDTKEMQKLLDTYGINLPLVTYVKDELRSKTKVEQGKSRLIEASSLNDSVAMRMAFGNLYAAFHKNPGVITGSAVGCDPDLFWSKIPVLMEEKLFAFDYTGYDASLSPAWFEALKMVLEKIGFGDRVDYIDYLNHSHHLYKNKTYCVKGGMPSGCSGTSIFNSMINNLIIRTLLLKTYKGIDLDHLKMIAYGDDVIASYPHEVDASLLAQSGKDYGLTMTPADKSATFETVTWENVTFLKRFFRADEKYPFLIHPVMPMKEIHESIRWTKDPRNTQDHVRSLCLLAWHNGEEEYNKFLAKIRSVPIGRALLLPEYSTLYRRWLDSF
# PV pol inh FP z-score – second read-out of PV pol inh, no call of its own (marks repeat the call); z-score; measured here: FP z-score; hits read low
# * = called active by the depositor. Some of the compounds tested; rates above refer to the full screens.
Compound,PV pol inh,PV pol inh FP z-score
O=S(=O)(Nc1ccccc1N1CCCCC1)c1cccc2nonc12,111.0,1
O=C(CCCOc1ccccc1)N1CCN(c2ccccn2)CC1,104.0,0.3
Cc1cc(N2CCCC2=O)cc(C)c1CN1C(=O)c2ccccc2C1=O,100.0,0
CCc1ccccc1Nc1nn2c(=O)c3ccc(C(=O)NC(C)c4ccccc4)cc3nc2s1 (stereo unspecified),103.0,-0.7
COc1ccc(-c2noc(Cn3c(=O)c4ccccc4n(CC(=O)Nc4cccc(OC)c4)c3=O)n2)cc1,107.0,-0.2
CCC(C)C(NC(=O)c1cc(C)oc1C)C(=O)O (stereo unspecified),99.0,-0.9
CCc1ccccc1-n1nnc(C(=O)NCc2cccs2)c1N,101.0,-0.3
CC1CCCC(C)N1C(=O)c1ccccc1NS(=O)(=O)c1ccc(F)cc1 (stereo unspecified),101.0,-0.2
Cc1nc2ccc(S(=O)(=O)N(C)CC(=O)Nc3ccc(C(C)C)cc3)cc2s1,110.0,1
COC(=O)c1ccc(S(=O)(=O)NCc2ccc(S(N)(=O)=O)cc2)n1C,104.0,0.8
O=C(NCc1ccccc1)C1CCCN(S(=O)(=O)c2cccc3nsnc23)C1 (stereo unspecified),105.0,-0.5
c1csc(-c2noc(CSc3ccc4ccccc4c3)n2)c1,105.0,0.2
Cc1cccc(NC(=O)C2CCCN2S(=O)(=O)c2ccc3nc(-c4ccccc4)[nH]c3c2)c1 (stereo unspecified),111.0,0.8
CCN(CC)S(=O)(=O)c1ccc(N(C)Cc2ccc(C(F)(F)F)cc2)nc1,99.0,-0.5
O=C1NCCCCC1NS(=O)(=O)c1ccc(-c2ccccn2)s1 (stereo unspecified),103.0,0.5
CCc1ccc(NC(=O)c2sc(-n3nc(C)c(Cc4ccc5c(c4)OCO5)c3C)nc2C)cc1,99.0,-0.4
CCN1CCN(c2ccc(NC(=O)[C@H](Cc3ccccc3)N3Cc4ccccc4C3=O)cc2)CC1,101.0,0.3
CS(=O)(=O)NCC(c1cccnc1)N1CCN(Cc2ccccc2)CC1 (stereo unspecified),100.0,-0.5
O=C(CC(C(=O)c1ccccc1)n1cccn1)c1ccccc1 (stereo unspecified),105.0,0.3
OCCOc1nc(N2CCOCC2)nc(N2CCOCC2)n1,102.0,-0.1
CCOC(=O)c1cnc2c(C)c(Cl)ccc2c1Nc1ccc(N2CCOCC2)cc1,106.0,0.3
N#Cc1ccccc1NC(=O)c1coc2ccccc2c1=O,105.0,0.7
O=C(c1cccc(I)c1)N1CCN(c2ccccc2O)CC1,102.0,0
O=C(CSc1nc(-c2ccccc2)cc(=O)[nH]1)c1ccccc1,102.0,0
CCOC(=O)c1c(NC(=O)C(C)Sc2nncn2C)sc2c1CCCC2 (stereo unspecified),105.0,0.5
Cc1ccc(-n2c(SCC(=O)Nc3ccc4c(c3)OCCO4)nc3c([nH]c4ccccc43)c2=O)cc1,106.0,-0.3
Cc1cc(C2C(=O)CC(=O)CC2c2ccccc2)on1 (stereo unspecified),102.0,-0.1
COc1ccccc1CC(=O)Nc1ccc2nc(Nc3cccc(Cl)c3)cc(C)c2c1,111.0,1.1
O=C(CSCc1cnn(-c2ccccc2)c1-n1cccc1)NCc1ccccc1F,103.0,-0.9
Cc1ccc(S(=O)(=O)c2c(Nc3ccc(C)c(C)c3)sc(C(=O)c3ccc4c(c3)OCO4)c2N)cc1,103.0,-0.6
CCc1nc(NCc2ccccc2)c(C#N)c2c1COC(C)(C)C2,107.0,0.4
CCCCS(=O)(=O)N1CCN(C(=S)c2ccc(OC)cc2)CC1,98.0,-0.8
CCNS(=O)(=O)c1ccc(NC(=O)C2CC(=O)N(C(C)(C)C)C2)cc1 (stereo unspecified),101.0,-0.5
COC(=O)c1cccc2c1-c1ccccc1/C2=N\NC(N)=O,103.0,0.1
Cc1ccc(C(=O)Nc2ccccc2F)cc1S(=O)(=O)N1CCOCC1,104.0,-0.1
COc1ccc(NC(=O)C2CCCN(S(=O)(=O)c3ccc4c(c3)CCCC(=O)N4)C2)cc1OC (stereo unspecified),106.0,-0.4
COc1cc2c(cc1OC)C1(CCCC1)CNC2C (stereo unspecified),104.0,0.5
c1ccc(-n2nnnc2N2CCCC2c2ccc3c(c2)OCCO3)cc1 (stereo unspecified),92.0,-0.9
CCc1cc2c(=O)c(-c3nc(C)cs3)c(CCC(=O)O)oc2cc1O,102.0,0.2
CCCCNc1ncnc2c1nc1n2CCCCC1,101.0,0
Cc1cc(C)c(S(=O)(=O)NCC(c2ccco2)S(=O)(=O)c2cccs2)c(C)c1 (stereo unspecified),108.0,0.4
O=C1Nc2ccccc2N/C1=C\c1ccc2ccccc2n1,105.0,1
CCOc1ccccc1-c1noc(CSc2nnc(-c3ccccc3)n2-c2cccc(C)c2)n1,111.0,1
CCc1cccc(NC(=O)c2ccc3c(c2)N(Cc2cccc(Cl)c2)C(=O)c2ccccc2S3=O)c1 (stereo unspecified),110.0,0.7
O=C(Nc1cccs1)N1CCN(C(=O)C2CCCO2)CC1 (stereo unspecified),103.0,-0.1
COC(=O)c1c(N)n(CCc2ccccc2)c2nc3ccccc3nc12,102.0,0.1
Cc1ccccc1NC(=O)CNc1ccccc1N1CCCCC1,102.0,-0.1
Cc1ccc(C2N(c3ccccc3)CCN2c2ccccc2)s1,110.0,0.8
Cc1ccc(NC(=O)CC2Sc3ccc(C(F)(F)F)cc3NC2=O)cc1 (stereo unspecified),103.0,0.1
Cc1cc(C)c(/C=N/O)c(C)c1/C=N/O,103.0,0.7

# Following part:
Compound,PV pol inh,PV pol inh FP z-score
CCc1ccc(C(=O)c2c(N)c(-c3nc(-c4ccc5c(c4)OCO5)cs3)c3ccccn23)cc1,112.0,0.9
CCOC(=O)c1c(N)n(Cc2ccccn2)c2nc3ccccc3nc12,100.0,0
Cc1ccc(CNC(=O)CCCCCn2c(=O)c3sccc3n(CC(=O)C(C)(C)C)c2=O)cc1,105.0,-0.1
CN(C)c1cccc(N=Cc2c(O)n(-c3ccc(Cl)cc3)c(=O)[nH]c2=O)c1,100.0,0
CCCCN1CCCc2cc(CN(Cc3ccco3)C(=S)Nc3ccc(Cl)cc3OC)ccc21,101.0,-0.6
Cc1cc(C)n(C(C)CC(=O)Nc2ccc(C)c(F)c2)n1 (stereo unspecified),101.0,-1.2
COc1ccc(NC(=O)Nc2cccc(OC)c2)cc1,99.0,-0.2
CCOC(=O)c1noc2ncnc(N(CCC(=O)OC)c3ccccc3)c12,99.0,-1.8
CC(C)(C)c1cc2nc(C(F)(F)F)cc(N3CCN(c4ncc(C(F)(F)F)cc4Cl)CC3)n2n1,103.0,0.3
Cc1ccc(C)c(N2CCN(C(=O)C3CCC(CNS(=O)(=O)c4ccc(Br)s4)CC3)CC2)c1 (stereo unspecified),107.0,-0.3
CCCCNC(=O)CSc1nc2cc3c(cc2c(=O)n1CCCCCC(=O)NCc1ccc2c(c1)OCO2)OCO3,107.0,0.3
Cc1oc(-c2ccc(Cl)cc2)nc1Cn1c(SCc2ccc(F)cc2)nc2ccncc21,100.0,-0.8
COc1ccc(OCCCC(=O)O)cc1,97.0,-2
Cc1ncc([N+](=O)[O-])n1CC(O)CCl (stereo unspecified),98.0,-0.6
Cc1nc2sc(C(=O)OCC(=O)c3cc(C)n(C)c3C)c(C)c2c(=O)[nH]1,97.0,-0.8
Cc1ccc(-c2noc(CNC(=O)c3ccc(C(C)(C)C)cc3)n2)cc1,106.0,-0.3
CCN(CC)S(=O)(=O)c1ccc2c(c1)c(=O)c(C(=O)NCc1ccccc1Cl)cn2C,105.0,0.1
CCCCNS(=O)(=O)c1ccc2c(c1)nc(SCC(=O)N1CCCC1)n2CCCC,95.0,-0.6
Cc1ccc(C23CC4CC(CC(C(=O)NC5=NCCS5)(C4)C2)C3)cc1,104.0,0.4
COc1ccc(Cn2c(C(=O)O)c(CNCCc3ccco3)c3ccc(C)cc32)cc1,111.0,0.6
Cc1nn(C)c(C)c1CNC(=O)NC1CCCC1,100.0,-0.3
Cc1nn(-c2ccc(Cl)cc2)c2sc(C(=O)NC3CCC(O)CC3)cc12 (stereo unspecified),100.0,-0.9
CNC(=O)C1CCC(Cn2c(=O)c3sccc3n(CC(=O)NCc3ccc(OC)cc3)c2=O)CC1 (stereo unspecified),117.0,2.6
Cc1nn(-c2ccccc2)c(N)c1N=Nc1ccc(S(=O)(=O)N2CCOCC2)cc1,102.0,0.1
O=c1c(Br)c(N2CCc3ccccc3C2)cnn1-c1ccccc1,107.0,0.7
NCC(c1ccccc1)N1CCCC1 (stereo unspecified),105.0,0.4
COc1cc[n+](OC(=O)N2CCCCC2)c(C)c1,104.0,0.8
C/C(=C\C(=O)Nc1ccc(Cl)cc1)N1CCN(Cc2ccccc2)CC1,102.0,-0.1
CC(NS(C)(=O)=O)C(c1cccs1)N1CCN(Cc2ccccc2)CC1 (stereo unspecified),103.0,1.3
O=C(O)CSc1nccn1-c1ccc(Br)cc1,103.0,0
Cc1oc(-c2cccc(Cl)c2)nc1CSc1nnc(C)n2c1cc1occc12,104.0,-0.5
CCn1c(SCCC#N)nc2cc(S(=O)(=O)N3CCCCC3)ccc21,103.0,0
Cc1ccc(S(=O)(=O)N(CCc2ccccc2)CC(=O)Nc2ccc(C(C)C)cc2)cc1,100.0,-0.6
CCN(CC)/C(N)=N/c1nc(C)cc(C)n1,103.0,0.3
Cc1ccc(C)c(Cn2c3ccccc3c3cnn(CC(=O)N4CCCCC4)c(=O)c32)c1,108.0,0
Cc1ccc(-c2nc(S(=O)(=O)c3ccc(C)cc3)c(SCC(=O)NC3CCCCC3)o2)cc1,105.0,-0.1
CC(=O)Nc1ccc2c(CSc3nnc(-c4ccco4)n3C)cc(=O)oc2c1,109.0,1.1
O=C(NC(Sc1ncccn1)C(=O)c1ccccc1)c1ccccc1 (stereo unspecified),103.0,0.3
O=C(/C=C/c1ccc(Br)o1)OCC(=O)N1CCc2ccccc21,101.0,-0.1
CC(C)(C)NC(=O)c1ccccc1NC(=O)Nc1ccccc1,100.0,-0.7

# In a second layout: 3 of the compounds above.
# The line under a structure holds: PV pol inh	PV pol inh FP z-score
> Cc1oc(-c2cccc(Cl)c2)nc1CSc1nnc(C)n2c1cc1occc12
    104.0	-0.5
> CCn1c(SCCC#N)nc2cc(S(=O)(=O)N3CCCCC3)ccc21
    103.0	0
> Cc1ccc(S(=O)(=O)N(CCc2ccccc2)CC(=O)Nc2ccc(C(C)C)cc2)cc1
    100.0	-0.6

# Continued:
Compound,PV pol inh,PV pol inh FP z-score
Cc1noc2ncnc(N3CCC(C(N)=O)CC3)c12,102.0,0
CC(C)(C)NC(=O)CCC1COc2ccccc2O1 (stereo unspecified),103.0,1.8
NC1CCC2CCCCC2C1 (stereo unspecified),105.0,0.5
NC(=O)c1oc2ccccc2c1NC(=O)C12CC3CC(CC(C3)C1)C2,101.0,-0.7
COc1cccc(/C=N\NC(=O)c2n[nH]c3c2CCC3)c1,101.0,-0.2
COc1ccc(-c2c(N)nc(-c3ccc(Cl)cc3)nc2SC)cc1,104.0,0.1
CS(=O)(=O)NCc1ccccc1Cl,102.0,0.6
Cc1ccc(-c2nc3scc(CCNS(=O)(=O)N(C)C)n3n2)cc1,101.0,-0.4
Cc1ccc(C)c(N2CCN(C(=O)CCc3nnc4n(C)c(=O)c5ccccc5n34)CC2)c1,108.0,1.2
O=C(NC1CCCCC1)c1ccc2c(c1)N(Cc1cccc(Cl)c1)C(=O)c1ccccc1S2=O (stereo unspecified),108.0,0.3

# Arranged by count of non-hydrogen atoms (smallest number first): 3 of the compounds above.
Compound,PV pol inh,PV pol inh FP z-score
CS(=O)(=O)NCc1ccccc1Cl,102.0,0.6
COc1ccc(-c2c(N)nc(-c3ccc(Cl)cc3)nc2SC)cc1,104.0,0.1
Cc1ccc(C)c(N2CCN(C(=O)CCc3nnc4n(C)c(=O)c5ccccc5n34)CC2)c1,108.0,1.2

# (continued)
Compound,PV pol inh,PV pol inh FP z-score
Cc1ccc(S(=O)(=O)c2nc(-c3ccccc3)oc2SCC(=O)NC2CCCCC2)cc1,102.0,-1.1
Nc1c(Cl)cc(Cl)c2nsnc12,70.0,-4.2
COc1ccc(NC(=O)CCc2nnc3n(CC(C)C)c(=O)c4ccccc4n23)cc1,104.0,-0.2
CCOc1cccc(C(=O)Nc2ccc3oc(-c4ccncc4)nc3c2)c1,96.0,-1.2
N=c1n(CCO)c2ccccc2n1CCOc1ccc(F)cc1,108.0,-0.5
O=C(NCc1ccc2c(c1)OCO2)C1CCN(S(=O)(=O)c2ccc(Br)s2)CC1,100.0,-0.4
CCn1nc(-c2ccccc2)c(-c2ccccc2)c(C(=O)Nc2ccccc2C(N)=O)c1=O,109.0,0.6
O=C(/C=C/c1ccco1)Nc1cc(C(=O)O)cc(C(=O)O)c1,103.0,0.3
NNC(=O)CSCc1ccc(Cl)cc1,111.0,0.7
CCN(CC)C(=S)Oc1c(C)c(C)nc(=S)n1CCCOC,105.0,0.8
CC(C)CN1C(=O)c2cccnc2C1=O,99.0,-1
Cc1cc(=O)[nH]c(-n2cc(C(=O)c3cc(F)ccc3O)cn2)n1,101.0,0
COc1ccccc1NC(=O)c1oc2ccc3c(c2c1C)C(=O)CC(C)(C)O3,105.0,1.4
C=CCSC1=C(C#N)C2(CCCC2)C(C#N)C(=O)N1 (stereo unspecified),103.0,0.5
COC(=O)c1c(-c2ccc(C)c(C)c2)csc1NC(=O)C1CCCCC1C(=O)O (stereo unspecified),101.0,-0.2
CCOc1ccc(-c2cc(C(=O)NCCc3ccc(C)cc3)c3ccccc3n2)cc1,109.0,-0.4
Cc1nc2ccc(NC(=O)COCC(=O)O)cc2nc1C,100.0,-0.7
CCn1c2ccccc2n2cc(-c3ccccc3)nc12,95.0,-0.7

# Source: PubChem
